Screening data as filed in PubChem BioAssay.
CAL PDZ FP-1 – human CAL PDZ-peptide interaction inhibition; Q9HD26; purified CAL PDZ, TMR-peptide fluorescence polarization, 1 h; inhibition, % at 20 µM; hit rate 0.02% among 330,000; AID 504414;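 active = highest replicate inhibition of at least 40%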;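 note: plate controls were DMSO neutral control wells for no effect and unlabeled competitor peptide control wells for full effect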
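Assay system – tagged CAL PDZ protein CerCALP, purified · Timing – 1 h at RT · Compound – single point, 20 µM · Measured by – fluorescence polarization from S- and P-plane intensities, G-factor corrected · Evaluation – inhibition from polarization loss · Probe or stimulus – TMR reporter peptide T*-PRC34 · Buffer or medium – pH 7.4 phosphate-saline buffer, reducing agent, detergent, IgG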
V-ATPase pH – yeast V-ATPase proton transport regulation by pHLuorin; S. cerevisiae, pHLuorin cytosolic pH fluorescence; response, % at 10 µM; hit rate 0.37% among 350,000; AID 504577; in the data active = response mostly above about 7.3%, no sharp cut-off; inactive = mostly below about 5.4%; note: actives read high; inactives centre near 0; some compounds called inactive have numbers as strong as hits; reference of the scale not given here
DAGLB inh – blocks human DAGLB lipase activity | Q8NCG7 | HEK293T DAGLB membrane lysate, EnzChek fluorogenic substrate | inhibition, % at 5.17 µM | hit rate 0.059% among 340,000 | AID 504411; in the data active = inhibition above about 34%;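 note: 0% = enzyme with vehicle and 100% = wells lacking enzyme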
Target sequence (Q8NCG7 whole entry, looked up): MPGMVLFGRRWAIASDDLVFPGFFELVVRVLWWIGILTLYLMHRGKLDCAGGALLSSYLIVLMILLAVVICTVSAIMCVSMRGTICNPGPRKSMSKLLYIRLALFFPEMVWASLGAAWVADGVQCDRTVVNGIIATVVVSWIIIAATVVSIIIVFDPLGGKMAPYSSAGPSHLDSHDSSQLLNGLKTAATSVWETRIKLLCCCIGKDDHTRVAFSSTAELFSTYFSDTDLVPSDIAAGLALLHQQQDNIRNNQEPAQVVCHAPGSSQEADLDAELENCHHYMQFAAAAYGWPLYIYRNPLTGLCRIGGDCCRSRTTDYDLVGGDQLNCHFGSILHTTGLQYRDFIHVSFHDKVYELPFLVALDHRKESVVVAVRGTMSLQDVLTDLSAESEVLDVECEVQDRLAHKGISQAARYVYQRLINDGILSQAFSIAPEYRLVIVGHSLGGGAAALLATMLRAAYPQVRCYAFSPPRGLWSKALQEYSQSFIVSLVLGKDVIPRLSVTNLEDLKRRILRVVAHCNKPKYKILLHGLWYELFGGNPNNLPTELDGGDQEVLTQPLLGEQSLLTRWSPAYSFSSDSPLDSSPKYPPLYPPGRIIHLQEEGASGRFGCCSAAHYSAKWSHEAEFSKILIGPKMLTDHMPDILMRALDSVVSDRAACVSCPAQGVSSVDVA
Arr AP2 block – inhibitors of human beta-arrestin and AP2 interaction; inhibition, % at 10 µM; hit rate 0.31% among 340,000; FITC-arrestin peptide / GST-AP2 beads, flow cytometry; AP2 beta2 appendage carries R879A mutation;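 active = inhibition above a set limit, near 3 SD of compounds lacking own fluorescence, cut at about 54% in these data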;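 note: plate controls were DMSO wells for no effect and 5 µM unlabelled arrestin peptide for full effect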
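Test system: GST-tagged AP2 beta2-adaptin appendage (R879A) on 4 µm glutathione beads; also added: fluorescein-tagged arrestin peptide at 50 nM final; timing: 12 min plus 1 h, RT; signal: flow cytometry, FL1 (488/535 nm); read-out: percent drop in bead-associated FITC signal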
NSD2 HMT inh – NSD2 (human) methyltransferase inhibition | AID 743445 | inhibition, % at 12.5 µM | NSD2 peptide methylation, AlphaScreen, 120 min | hit rate 0.54% among 310,000 | O96028; in the data active = inhibition above about 50%
Cardiac RTF inh – cardiac RTF calcium desensitization; hit rate 0.12% among 340,000; IANBD-labeled cardiac RTF, Ca2+ fluorescence; P19429+P45379; inhibition, % at 7.15 µM;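 active = inhibition above the mean inhibition of all tested compounds plus 3 SD, cut at about 17% in these data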;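 note: assay run at fixed EC70 calcium of 1.6 mM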
Keap1 Nrf2 FP – disrupts human Keap1 binding to Nrf2 peptide | hit rate 0.15% among 340,000 | Keap1 Kelch-Nrf2 peptide fluorescence polarization, 1536-well | Q14145 | inhibition, % at 9.4 µM; in the data active = inhibition above about 12%;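 note: human Keap1 Kelch domain with fluorescein labeled Nrf2 9mer peptide probe; 0% = neutral control wells and 100% = peptide positive control; higher means more block of Keap1 binding to Nrf2 peptide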
CAL PDZ FP-2 – CAL PDZ (human) peptide binding inhibition. Q9HD26. purified CAL PDZ, TMR-peptide fluorescence polarization, 1 h. inhibition, % at 24.9 µM. hit rate 0.92% among 300,000. AID 602252;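 active = mean inhibition of at least 30% with at least half of replicates also reaching 30%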;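 note: 0% = DMSO neutral control and 100% = excess unlabeled competitor peptide PRC23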
Pemphigus Ab inh – inhibitors of pemphigus antibody binding to human desmoglein-3; P32926; DSG3-coupled beads, scFv-anti-DSG3-GFP binding, flow cytometry; stronger effect = lower value; binding (percent of control), % at 10 µM; hit rate 0.48% among 310,000; AID 588358;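 active = binding more than 3 SD below its plate's average and above zero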; note: some compounds called inactive have numbers as strong as hits
C-LANA FP – KSHV C-LANA DNA binding inhibition. AID 504423. hit rate 0.078% among 340,000. inhibition, % at 9 µM. MBP-C-LANA/FAM-LBS DNA binding, fluorescence polarization;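 active = highest replicate inhibition at or above 60% at 9 µM, even if other replicates fall short; inactive = all replicates below 60% inhibition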;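 note: 0% = neutral control wells and 100% = 4 µM acridine orange control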
* marks the source's active call; other numbers are inactive results; nt = no result given. Some of the compounds tested; rates above refer to the full screens.

Order of values: CAL PDZ FP-1, V-ATPase pH, DAGLB inh, Arr AP2 block, NSD2 HMT inh, Cardiac RTF inh, Keap1 Nrf2 FP, CAL PDZ FP-2, Pemphigus Ab inh, C-LANA FP
(1) Cc1nc2ccc(C(=O)N/N=C/c3cc([N+](=O)[O-])ccc3O)cc2[nH]1
    -3.6, 1, 2, 8, 1, 9, -3, -3, 84, -0.2
(2) COc1ccc(-n2nc(C(=O)NCC(=O)N3CCN(c4ccccn4)CC3)c3ccccc3c2=O)c(OC)c1
    -1.6, -1, -3, -12, nt, -11, -2, 43*, 85, -0.7
(3) O=C(CCn1cnc2ccccc21)N=Nc1c(O)[nH]c2ccccc12
    -2.2, -3, -3, -11, 1, -2, -3, -2, 95, -1.4
(4) CCOc1ccc(S(=O)(=O)NCCC(=O)Nc2ccncc2)cc1
    -0.4, 0, 2, 6, 1, -4, -4, nt, 109, -0.1
(5) O=C(CCc1c[nH]c2ccccc12)NCCc1ccc(Cl)cc1
    -1.5, 3, 2, -18, 4, -11, 1, 36*, 104, -0.1
(6) CCC(CC)C(=O)NCc1cccnc1
    -1.5, -2, -1, -35, -4, 11, -1, -3, 116, 1.4
(7) O=C(C1=C[C@H](C2CC2)C[C@H](OCCCCO)O1)N1CCOCC1
    -2.6, 6, -2, -5, nt, -2, 7, -3, 94, -4.3
(8) Cc1cc(C)cc(OC(=O)N2CCOCC2)c1
    0.4, -4, -2, -10, 2, -17, -4, nt, 113, 0.1
(9) CSC(=S)NN=C(C)c1cccc(C)n1
    -0.1, 8, -2, -4, 1, -9, -1, 3, 90, 2.4
(10) C[C@@H]1C[C@H](O)c2cc(Cl)ccc2N1
    -0.5, 0, 1, -41, -5, -4, -5, -2, 104, 2.0
(11) COc1ccccc1NC(=O)CSc1nc2n[nH]c(C)c2c(=N)n1-c1ccccc1Cl
    -5.6, 0, -4, 1, 5, 4, -3, -2, 101, 0.8
(12) CCOC(=O)c1c(NC(=O)c2nn(CC)cc2Br)sc(C)c1C
    -3.0, 3, -4, -1, -2, 4, -1, 3, 102, 0.7
(13) NS(=O)(=O)c1cccc(NC(=S)NCc2ccc3c(c2)OCO3)c1
    -2.5, 2, 0, 1, -3, 4, -1, -2, 117, 0.4
(14) COc1cccc(C(=O)/C=C/Nc2ccc(S(=O)(=O)Nc3cccc(C(C)=O)c3)cc2)c1
    -2.0, -2, -1, 3, nt, 3, -8, nt, 111, 0.3
(15) COc1cc(/C=c2\s/c(=C\C(=O)C(C)(C)C)[nH]c2=O)cc(OC)c1OC
    -4.8, -2, -2, 9, 4, 6, 1, -7, 98, 3.5
(16) CC1(C)CC(=O)C2=C(C1)NC(Nc1nc3ccccc3o1)=NC21CCCC1
    0.0, 0, -1, 1, 4, -4, 4, nt, 94, 1.4
(17) CC(C)Oc1ccc(CCC(=O)NNC(=S)NCc2ccccc2)cc1
    -8.2, -6, -4, 5, 3, -10, -3, nt, 96, -0.5
(18) CCOC(=O)Cn1nc(/C=C/c2ccc(OC)cc2)ccc1=O
    -0.8, 2, -1, 11, nt, -5, -4, -3, 114, 0.1
(19) O=C(Nn1cnc2ccccc2c1=O)c1ccccc1F
    0.9, 0, 2, -4, 0, 0, 3, -3, 103, -2.4
(20) CC(C)c1ccc(OC(=O)c2cccc(S(=O)(=O)N3CCN(C)CC3)c2)cc1
    -1.0, -3, -4, -3, 2, -5, 6, -3, 105, 0.4
(21) COc1cc2c(cc1OC)C(C)N(C(=O)CCN1C(=O)C3C4C=CC(C4)C3C1=O)CC2 (stereo not given)
    0.1, -1, -4, -4, -1, 5, 4, 2, 110, -1.3
(22) COc1ccc(CCN(C)C(=S)Nc2cccc(C)c2)cc1OC
    -3.0, -4, -2, 5, 5, -17, -9, -2, 97, -1.5
(23) Cc1ccc(OCCCCn2cnc3ccccc32)cc1
    -2.8, 2, -2, -6, 1, 1, 0, -4, 105, -0.2
(24) Cc1nc(Nc2ccccc2)c2oc3ccc(Cl)cc3c2n1
    -1.2, 0, -8, 6, -1, -6, 2, 0, 119, 0.4
(25) CCOC(=O)[C@H](O)[C@@H](O)c1cccc([C@H](O)[C@@H](O)C(=O)OCC)c1
    -0.3, -2, -2, -8, nt, -8, 4, -6, 89, 4.1
(26) Cc1cccc(NC(=S)N2CCN(S(=O)(=O)c3ccc(F)cc3)CC2)c1
    0.7, -1, -1, -2, -1, -6, 3, nt, 97, 0.3
(27) Nn1c(-c2ccccc2)nc2cc(Cl)ccc2c1=O
    nt, -6, -2, 7, -4, -10, -5, 2, 111, -0.8
(28) Cc1ccnc(NC(=O)c2cccc(NC(=O)COc3ccccc3)c2)c1
    -4.0, 3, -3, -8, nt, -23, -5, 5, 88, -0.1
(29) Clc1ccccc1-c1nc2ccccc2c2nncn12
    -1.4, 2, 0, 0, -1, -4, -6, -4, 103, -1.4
(30) CC1(C(=O)NCCOc2ccccc2Cl)CC1(Cl)Cl (stereo not given)
    -2.1, 4, -3, 6, -2, -17, -6, nt, 120, 1.6

Some of the entries so far, with tabs:
entry	mol	CAL PDZ FP-1	V-ATPase pH	DAGLB inh	Arr AP2 block	NSD2 HMT inh	Cardiac RTF inh	Keap1 Nrf2 FP	CAL PDZ FP-2	Pemphigus Ab inh	C-LANA FP
12	CCOC(=O)c1c(NC(=O)c2nn(CC)cc2Br)sc(C)c1C	-3.0	3	-4	-1	-2	4	-1	3	102	0.7
6	CCC(CC)C(=O)NCc1cccnc1	-1.5	-2	-1	-35	-4	11	-1	-3	116	1.4
23	Cc1ccc(OCCCCn2cnc3ccccc32)cc1	-2.8	2	-2	-6	1	1	0	-4	105	-0.2
11	COc1ccccc1NC(=O)CSc1nc2n[nH]c(C)c2c(=N)n1-c1ccccc1Cl	-5.6	0	-4	1	5	4	-3	-2	101	0.8

Later entries.
Order of values: CAL PDZ FP-1, V-ATPase pH, DAGLB inh, Arr AP2 block, NSD2 HMT inh, Cardiac RTF inh, Keap1 Nrf2 FP, CAL PDZ FP-2, Pemphigus Ab inh, C-LANA FP
(31) O=C(NC1CCSc2ccccc21)c1cccc([N+](=O)[O-])c1 (stereo not given)
    -2.2, -3, -6, 3, 3, -8, -4, -1, 110, 0.4
(32) CCOc1ccc(-n2c(SCC(=O)Nc3cc(C)on3)nc3c([nH]c4ccccc43)c2=O)cc1
    0.0, 0, 4, 18, nt, -2, 1, -2, 97, 0.7
(33) CC1(C)NC(=O)N(CC(O)COc2ccc(-c3ccc(C#N)cc3)cc2)C1=O (stereo not given)
    0.4, 4, 3, 6, 16, 2, -1, -3, 109, 0.3
(34) CC(Sc1nnc(C2CC2)n1C1CC1)C(=O)c1ccc(F)cc1 (stereo not given)
    -1.1, -3, -1, 0, 2, 0, 0, -5, 106, -0.2
(35) CCC(=O)N1N=C(c2ccc(NS(=O)(=O)c3ccccc3)cc2)CC1c1ccco1 (stereo not given)
    -0.9, 2, -1, 15, 1, -2, -4, -2, 92, 1.3
(36) CCN1CCN(C(=O)c2cnn3c(C(F)F)cc(-c4ccc(C)cc4)nc23)CC1
    -1.8, 2, -2, 3, 10, 0, -2, 0, 93, -0.1
(37) Cc1ccc2cc(CN(CCN3CCCC3)C(=O)Nc3ccccc3)c(=O)[nH]c2c1C
    -1.6, 8, -3, 28, 5, -22, -2, 2, 110, -3.2
(38) COc1ccccc1/C=C/C(=O)c1cc(Br)ccc1OC(=O)c1ccco1
    -1.5, -2, 3, -7, 1, -5, -3, -2, 95, -0.7
(39) Cc1occc1C(=O)N/N=C/c1ccc(OCc2ccccc2)cc1
    0.6, 0, -4, 49, -1, 2, 6, -2, nt, 7.1
(40) CCN(CC(=O)NC(C)C)C(=O)[C@@H](NC(=O)c1ccco1)C(C)C
    -3.4, 1, 1, -7, 2, 10, -1, 3, 101, 2.3
(41) COc1ccc([N+](=O)[O-])cc1NC(=O)Cc1c(Cl)cccc1Cl
    -2.4, 2, -1, 7, -2, -8, -6, 2, 123, 0.0
(42) CC(NC(=O)Cn1cnnn1)C12CC3CC(CC(C3)C1)C2 (stereo not given)
    -0.6, 2, 0, -7, -2, -11, -6, -2, 104, 2.1
(43) Cc1ccccc1C(=O)NC(C)C1CC2CCC1C2 (stereo not given)
    -3.1, 1, -3, 10, -4, 0, -5, -6, 99, -1.4
(44) Cc1cc(C(=O)N/N=C/c2cc([N+](=O)[O-])ccc2O)c2ccccc2n1
    -0.5, 2, 7, -5, -1, 3, -4, -1, 84, 0.5
(45) O=C(Cc1cccc(NC(=O)C2CCN(C(=O)c3ccccc3)CC2)c1)Nc1cccc(C(=O)N2CCOCC2)c1
    0.5, -3, -4, -8, nt, 4, -3, -3, 110, 0.7
(46) N#CC1=C2N=C(N)c3ccccc3N2C2=C(C(=O)CCC2)C1c1cccc(Cl)c1 (stereo not given)
    -0.4, 7, 5, 27, nt, -9, 0, -5, 100, 1.4
(47) CC(CC(=O)c1ccccc1)=NCC(O)CN=C(C)CC(=O)c1ccccc1 (stereo not given)
    nt, 1, -4, nt, 4, nt, nt, nt, 98, nt
(48) CCN(CC(=O)NCc1ccc(Cl)cc1)C(=O)c1cccc(S(=O)(=O)Nc2ccc(OC)cc2)c1
    -2.5, 0, -3, 6, 18, -10, 0, -1, 103, -0.3
(49) Nc1ccc(S(=O)(=O)NC2(C(F)(F)F)NC(=O)N(c3ccccc3Cl)C2=O)cc1 (stereo not given)
    -2.9, -2, -2, -15, -1, 0, -4, -2, 124, 0.7
(50) CCNc1c(NC(=O)c2cccs2)c(=O)oc2ccccc12
    -1.9, 0, -1, 17, 0, -7, -1, 7, nt, 1.0
(51) Cc1cc(C(=O)N/N=C/c2sc(N3CCOCC3)nc2-c2ccccc2)c(C)o1
    0.0, -2, 2, 11, 0, 4, -3, -2, 103, 0.5
(52) CN(C(=O)CN1CCC(NC(=O)c2ccccc2Br)CC1)C1CCCCC1
    -1.2, -1, 0, -9, 5, -17, 0, -4, nt, -1.1
(53) COc1ccc(Cl)cc1NC(=O)CC(=O)Nc1cc(Cl)ccc1OC
    -1.5, -2, -12, 15, -2, 2, -1, -3, nt, -0.2
